# Pemphigus Ab inh – inhibitors of pemphigus antibody binding to human desmoglein-3; P32926; DSG3-coupled beads, scFv-anti-DSG3-GFP binding, flow cytometry; stronger effect = lower value; binding (percent of control), % at 10 µM; hit rate 0.48% among 310,000;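 active = binding more than 3 SD below its plate's average and above zero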; note: some compounds called inactive have numbers as strong as hits
# Target sequence (P32926 whole entry, looked up): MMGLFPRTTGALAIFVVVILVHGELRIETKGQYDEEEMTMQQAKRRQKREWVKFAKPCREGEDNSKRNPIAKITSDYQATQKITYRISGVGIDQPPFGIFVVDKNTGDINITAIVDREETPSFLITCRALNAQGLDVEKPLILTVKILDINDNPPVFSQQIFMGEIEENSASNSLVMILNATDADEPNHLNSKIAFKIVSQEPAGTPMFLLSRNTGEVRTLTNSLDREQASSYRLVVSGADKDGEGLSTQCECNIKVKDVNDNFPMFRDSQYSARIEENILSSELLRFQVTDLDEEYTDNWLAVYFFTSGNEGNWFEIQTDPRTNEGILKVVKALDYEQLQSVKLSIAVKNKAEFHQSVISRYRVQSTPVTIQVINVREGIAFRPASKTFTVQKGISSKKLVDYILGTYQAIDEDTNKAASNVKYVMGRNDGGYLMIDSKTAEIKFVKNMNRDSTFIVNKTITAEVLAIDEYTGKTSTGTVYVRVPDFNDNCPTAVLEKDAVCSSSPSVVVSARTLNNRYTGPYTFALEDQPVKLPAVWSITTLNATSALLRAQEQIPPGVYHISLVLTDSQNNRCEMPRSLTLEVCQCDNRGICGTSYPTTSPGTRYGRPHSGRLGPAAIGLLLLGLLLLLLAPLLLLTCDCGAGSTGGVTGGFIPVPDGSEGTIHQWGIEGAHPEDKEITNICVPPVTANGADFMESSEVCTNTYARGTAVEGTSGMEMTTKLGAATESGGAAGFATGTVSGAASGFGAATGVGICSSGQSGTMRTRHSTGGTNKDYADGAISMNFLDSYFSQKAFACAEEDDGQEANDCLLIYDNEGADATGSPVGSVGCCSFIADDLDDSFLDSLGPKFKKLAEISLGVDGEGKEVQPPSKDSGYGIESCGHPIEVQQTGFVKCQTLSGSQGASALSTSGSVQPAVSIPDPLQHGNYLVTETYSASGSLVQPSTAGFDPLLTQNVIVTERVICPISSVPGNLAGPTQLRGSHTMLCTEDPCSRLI
# V-ATPase pHluor – yeast V-ATPase proton transport regulation by pHLuorin; S. cerevisiae, pHLuorin cytosolic pH fluorescence; response, % at 10 µM; hit rate 0.37% among 350,000; in the data active = response mostly above about 7.3%, no sharp cut-off; inactive = mostly below about 5.4%; note: actives read high; inactives centre near 0; some compounds called inactive have numbers as strong as hits; reference of the scale not given here
# CAL PDZ FP-1 – blocks peptide binding to the human CAL PDZ domain; inhibition, % at 24.9 µM; AID 602252; Q9HD26; hit rate 0.92% among 300,000; purified CAL PDZ, TMR-peptide fluorescence polarization, 1 h;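 active = mean inhibition of at least 30% with at least half of replicates also reaching 30%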;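 note: 0% = DMSO neutral control and 100% = excess unlabeled competitor peptide PRC23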
# RTF Ca sens inh – cardiac RTF calcium desensitization; P19429+P45379; IANBD-labeled cardiac RTF, Ca2+ fluorescence; inhibition, % at 7.15 µM; hit rate 0.12% among 340,000;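 active = inhibition above the mean inhibition of all tested compounds plus 3 SD, cut at about 17% in these data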;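 note: assay run at fixed EC70 calcium of 1.6 mM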
# Keap1 Nrf2 FP – inhibitors of human Keap1-Nrf2 protein-protein interaction. inhibition, % at 9.4 µM. AID 504523. Keap1 Kelch-Nrf2 peptide fluorescence polarization, 1536-well. Q14145. hit rate 0.15% among 340,000; in the data active = inhibition above about 12%;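 note: human Keap1 Kelch domain with fluorescein labeled Nrf2 9mer peptide probe; 0% = neutral control wells and 100% = peptide positive control; higher means more block of Keap1 binding to Nrf2 peptide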
# NSD2 HMT inh – blocks human histone methyltransferase NSD2. NSD2 peptide methylation, AlphaScreen, 120 min. hit rate 0.54% among 310,000. inhibition, % at 12.5 µM; in the data active = inhibition above about 50%
# DAGLB inhibitor – blocks human DAGLB lipase activity. Q8NCG7. HEK293T DAGLB membrane lysate, EnzChek fluorogenic substrate. inhibition, % at 5.17 µM. hit rate 0.059% among 340,000; in the data active = inhibition above about 34%;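 note: 0% = enzyme with vehicle and 100% = wells lacking enzyme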
# C-LANA FP – KSHV C-LANA DNA binding inhibition. MBP-C-LANA/FAM-LBS DNA binding, fluorescence polarization. inhibition, % at 9 µM. hit rate 0.078% among 340,000;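 active = highest replicate inhibition at or above 60% at 9 µM, even if other replicates fall short; inactive = all replicates below 60% inhibition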;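 note: 0% = neutral control wells and 100% = 4 µM acridine orange control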
# Arr AP2 block – inhibitors of human beta-arrestin and AP2 interaction. inhibition, % at 10 µM. hit rate 0.31% among 340,000. FITC-arrestin peptide / GST-AP2 beads, flow cytometry; AP2 beta2 appendage carries R879A mutation;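 active = inhibition above a set limit, near 3 SD of compounds lacking own fluorescence, cut at about 54% in these data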;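 note: plate controls were DMSO wells for no effect and 5 µM unlabelled arrestin peptide for full effect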
#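 Assay system: GST-AP2 R879A bound to glutathione beads, E. coli-expressed; Medium: PBS with 0.05% Tween 20 and 0.1% BSA; Also added: fluorescein-tagged arrestin peptide at 50 nM final; Timing: 12 min plus 1 h, RT; Measured by: flow cytometry, FL1 (488/535 nm); Evaluation: percent drop in bead-associated FITC signal.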
# CAL PDZ FP-2 – blocks peptide binding to human CAL PDZ domain; AID 504414; inhibition, % at 20 µM; hit rate 0.02% among 330,000; purified CAL PDZ, TMR-peptide fluorescence polarization, 1 h;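 active = highest replicate inhibition of at least 40%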;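 note: plate controls were DMSO neutral control wells for no effect and unlabeled competitor peptide control wells for full effect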
#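 Material: tagged CAL PDZ domain; buffer or medium: 25 mM sodium phosphate pH 7.4, 150 mM NaCl, TCEP, IgG, Thesit; compound dosing: single point, 20 µM; schedule: 1 h incubation at room temperature before polarization reading; measured by: FP readout, S and P plane fluorescence; read-out basis: percent inhibition from loss of millipolarization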
# Numbers without * were called inactive; . = not tested or not shown. Not all compounds are listed. The share of hits here may be higher or lower than overall.
1: CC(C)C(NC(=O)/C(=C/c1ccco1)NC(=O)c1ccc(Br)o1)C(=O)O (configuration not stated)
2: O=C1CN(C(=O)NCC(=O)N[C@H](Cc2ccccc2)C(=O)O)c2ccccc2N1
3: O=C(NCc1ccco1)c1cccc(NS(=O)(=O)c2cccc(F)c2)c1
4: CCC(=O)Nc1ccc(NC(=S)NC(=O)c2oc3ccccc3c2C)cc1
5: O=C(NCCN1CCOCC1)c1ccccc1Oc1ccccc1
6: Fc1ccc(-c2nn(-c3ccccc3)cc2CNCc2ccccc2)cc1
7: CC(=O)Nc1cccc(NC(=O)CSc2nnnn2C(C)C)c1
8: COCC(=O)N1CCC(Oc2ccc(C(=O)NC3CCOC(C)(C)C3)cc2)CC1 (configuration not stated)

entry no.,1,2,3,4,5,6,7,8
Pemphigus Ab inh,97.6,100.2,95.9,100.8,89.0,.,99.4,97.8
V-ATPase pHluor,2.1,3.2,-1.7,0.7,7.7,-2.5,-3.8,-2.0
CAL PDZ FP-1,6.7,0.5,0.1,-1.3,-0.4,-4.6,-0.8,-0.6
RTF Ca sens inh,-5.4,1.4,-14.1,3.4,-2.6,.,-15.4,0.7
Keap1 Nrf2 FP,-5.8,2.7,-1.4,-7.2,-5.5,-2.6,1.2,2.1
NSD2 HMT inh,1.7,.,-2.5,3.2,-3.5,-8.3,-2.3,-3.8
DAGLB inhibitor,-1.6,-2.2,2.0,2.7,-2.3,.,-1.2,-0.2
C-LANA FP,3.6,0.8,-1.1,-0.5,-1.0,1.3,0.0,-0.6
Arr AP2 block,-4.1,15.0,10.7,-12.9,-9.3,-8.2,4.5,22.9
CAL PDZ FP-2,-0.7,0.3,-1.9,-0.4,-1.7,-1.5,-1.3,0.2

9: N#C/C(=C\c1ccc(O)cc1)C(=O)NCc1ccccc1
10: CCCNC(=O)C(CC)NC(=O)c1ccc(C#N)cc1 (configuration not stated)
11: CCOc1ccc(N(Cc2ccc(OC)cc2)C(=O)c2ccco2)cc1
12: CC1CN(c2ccnc3cc(Cl)ccc23)CC(C)O1 (configuration not stated)
13: Cc1noc(NS(=O)(=O)c2ccc(NC(=O)c3cccc(S(=O)(=O)N(C)c4ccccc4)c3)cc2)c1C
14: CCOc1ccc(N2CC(C(=O)NNC(=O)c3ccc(Br)cc3)CC2=O)cc1 (configuration not stated)
15: COc1ccc(C2SCCN2S(=O)(=O)c2ccc(NC(C)=O)cc2)cc1OC (configuration not stated)
16: CCOc1c(Cl)cc(CNc2ccc(S(N)(=O)=O)cc2)cc1OC

entry no.,9,10,11,12,13,14,15,16
Pemphigus Ab inh,98.9,102.3,84.7,100.5,111.7,111.1,96.5,107.0
V-ATPase pHluor,-2.2,0.6,4.6,-0.7,7.1,7.5,-1.8,0.1
CAL PDZ FP-1,-3.5,-1.2,-0.5,-10.2,6.8,-0.4,-3.8,-3.5
RTF Ca sens inh,-0.6,-10.4,-3.0,-15.0,2.5,-6.1,-7.6,-11.8
Keap1 Nrf2 FP,-1.8,-4.0,-4.6,-3.2,0.9,-4.9,1.4,-3.6
NSD2 HMT inh,-1.3,.,1.9,3.7,5.8,-0.4,-2.9,-2.1
DAGLB inhibitor,-0.8,-1.2,-4.0,-1.0,9.9,-4.7,-5.5,0.0
C-LANA FP,-0.2,-1.2,-0.1,-0.7,1.7,-0.5,-0.2,1.0
Arr AP2 block,24.1,9.5,15.2,-15.8,-15.5,15.4,25.8,6.8
CAL PDZ FP-2,0.5,-0.5,-1.2,-2.9,-1.0,-0.2,-1.9,0.0

17: COc1cc(/C=C/C(=O)N2C(=O)c3cccc(N)c3C2=O)cc(OC)c1OC
18: O=C(OCC(=O)N1CCN(C(=O)c2ccco2)CC1)c1cc(-c2ccc(F)cc2)nc2ccccc12
19: NC12CC3CC(C1)CC(CC(=O)O)(C3)C2
20: O=C(NC1CCCC1)C(c1ccsc1)N(CCc1ccccc1)C(=O)Cc1cccs1 (configuration not stated)
21: COc1ccc2[nH]c(O)c(NC(C)=O)c2c1
22: O=C(COC(=O)CNC(=O)C1CCCCC1)Nc1ccccc1Cl
23: O=C(Nc1cccc(Cl)c1N1CCOCC1)c1ccc(Br)o1
24: C=CCN(C(=O)Cn1c(C(=O)OC)cc2oc(C)cc21)c1ccccc1

entry no.,17,18,19,20,21,22,23,24
Pemphigus Ab inh,95.9,97.9,98.3,103.6,95.9,100.1,99.7,90.4
V-ATPase pHluor,-37.0,-0.2,-1.1,-0.4,2.0,2.7,4.8,1.5
CAL PDZ FP-1,-1.6,-4.0,-0.2,2.2,0.6,-2.9,.,-0.6
RTF Ca sens inh,-8.2,-1.1,-5.0,5.1,-11.3,2.1,-1.7,-29.1
Keap1 Nrf2 FP,6.5,-1.0,3.4,-5.1,3.5,-2.1,1.2,-0.8
NSD2 HMT inh,.,-0.7,-1.2,-0.2,-3.0,.,0.0,.
DAGLB inhibitor,2.5,-2.3,-1.1,-0.8,0.8,2.2,-7.8,-3.1
C-LANA FP,1.5,-1.5,0.7,0.3,-2.3,-0.8,0.0,-1.6
Arr AP2 block,37.7,-5.2,7.3,2.6,-2.1,8.8,-10.2,6.2
CAL PDZ FP-2,0.0,-2.8,-2.3,-4.1,-1.8,-1.0,0.1,-3.6

25: COc1ccc(NS(=O)(=O)c2ccc(N3C(=O)CCC3=O)cc2)cc1
26: CC(C)C[C@H]1CN=C(Nc2ccccc2)N1CC1CCC(C(C)(C)C)CC1 (some centres not stated)
27: CCN(c1ccc(OC)cc1)S(=O)(=O)c1ccc2c(c1)CCN2C(=O)CCC(=O)O
28: O=C(NCCc1ccccc1)C(c1cccs1)N(C(=O)CCl)c1ccc(Cl)cc1 (configuration not stated)
29: COc1cc(O)c(C(CCN2CCCCC2)c2ccc3c(c2)OCO3)c(OC)c1 (configuration not stated)
30: Cc1cc(C)n2c(SCC(=O)Nc3cc(S(=O)(=O)N(C)C)ccc3C)nnc2n1
31: CC(C)(C)C(=O)Nc1ccc(N2CCCC2)cc1
32: Nc1nc2c(nnn2Cc2ccc(Cl)c(Cl)c2)c(=O)[nH]1

entry no.,25,26,27,28,29,30,31,32
Pemphigus Ab inh,102.2,111.1,121.9,102.4,102.7,107.5,105.7,92.4
V-ATPase pHluor,-2.2,2.7,-2.3,3.0,-4.3,3.0,-0.9,5.1
CAL PDZ FP-1,0.0,-1.4,-0.2,-3.7,-3.4,-3.1,-1.7,-1.2
RTF Ca sens inh,-6.1,-12.1,-6.0,-12.1,-11.5,5.3,-8.6,-7.2
Keap1 Nrf2 FP,-1.6,-1.6,-0.6,-3.3,-2.1,-4.2,-4.4,2.4
NSD2 HMT inh,-1.4,.,-5.6,5.5,.,0.6,5.3,-0.3
DAGLB inhibitor,-9.3,2.8,0.2,22.3,-0.2,-1.9,2.8,4.6
C-LANA FP,0.9,-0.2,-0.4,0.9,-4.5,0.1,-0.4,0.0
Arr AP2 block,0.5,8.8,7.1,-2.5,-4.7,4.0,36.8,28.6
CAL PDZ FP-2,-0.3,-0.6,-2.2,-1.5,-0.3,0.0,-0.1,0.7

33: Cc1ccc(/C=N/NC(=O)c2nnn(-c3nonc3N)c2C(C)C)s1
34: O=C(O)c1ccccc1C(=O)OCc1ccccc1
35: COc1ccc(C(C)=O)cc1COC(=O)CNC(=O)c1ccccc1F
36: Cc1ccc(OCCn2cc(C=O)c3ccccc32)cc1
37: Cc1cc(=O)n2nc(N3CCCC(C(=O)NC(C)c4ccccc4)C3)sc2n1 (configuration not stated)
38: CCCOc1ccc(C(=O)Nc2ccc(N(C)C)cc2)cc1
39: CCOC(=O)c1ccc(NC(=O)N2CCCCC2)cc1
40: COc1ccc(NC(=O)COC(=O)C2CCCCC2)c([N+](=O)[O-])c1

entry no.,33,34,35,36,37,38,39,40
Pemphigus Ab inh,96.7,94.4,97.7,102.3,.,104.9,103.7,96.4
V-ATPase pHluor,2.3,-0.3,-1.3,-1.7,-4.0,2.5,-1.8,1.1
CAL PDZ FP-1,-3.4,3.6,-3.7,.,-1.3,4.0,.,-8.2
RTF Ca sens inh,-2.8,-2.9,-8.2,0.1,4.0,-1.0,-6.8,-3.8
Keap1 Nrf2 FP,-5.1,2.8,-1.5,-3.8,0.7,-2.3,-2.2,4.7
NSD2 HMT inh,-3.7,0.7,0.2,.,1.7,-4.9,-1.1,11.3
DAGLB inhibitor,-2.4,1.8,-0.5,-3.3,-1.5,3.7,-4.6,-12.4
C-LANA FP,-1.1,-1.2,0.2,1.7,0.8,1.4,0.2,-3.1
Arr AP2 block,8.7,-5.9,-10.7,12.8,-5.7,8.0,-2.8,-1.1
CAL PDZ FP-2,-1.0,-1.7,23.5,0.3,-0.8,-0.1,-1.3,0.3

41: c1csc(CNCCCN2CCOCC2)c1
42: CCCNC(=O)C(Cc1ccccc1)NC(=O)c1ccc(-c2ccccc2)cc1 (configuration not stated)
43: CC(C)COc1ccc(CN=C(N)N=C(N)N)cc1Cl
44: Cc1cc(NC(=O)Cn2nc(C(F)(F)F)c3c2CCC3)n(-c2ccccc2)n1

entry no.,41,42,43,44
Pemphigus Ab inh,78.1,108.5,107.8,101.0
V-ATPase pHluor,-3.9,7.4,-4.1,-5.3
CAL PDZ FP-1,-2.0,0.1,-10.0,0.7
RTF Ca sens inh,-5.3,0.6,7.6,-1.8
Keap1 Nrf2 FP,-2.5,-5.1,3.7,6.6
NSD2 HMT inh,3.7,.,3.8,11.5
DAGLB inhibitor,0.9,-0.9,2.2,-0.4
C-LANA FP,0.0,-0.4,-0.3,-0.6
Arr AP2 block,-4.5,34.7,-9.5,3.7
CAL PDZ FP-2,0.7,-4.7,-1.1,0.0

# High-throughput results: PubChem BioAssay, several laboratories
